Screens from PubChem BioAssay.
RGS8-Gao reg = human RGS8-Galphao interaction regulation. multiplexed bead flow cytometry, RGS8-Galphao binding; actives lie on both sides. 0.34% of 220,000 active. AID 1423. P09471. response (percent of control binding), % at 10 µM; in the data active = response below about 60% or above about 140%; inactive = in between;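 note: Galphao activated as the GDP aluminium fluoride complex binding bead-coupled RGS8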
Target sequence (P09471 whole entry, looked up): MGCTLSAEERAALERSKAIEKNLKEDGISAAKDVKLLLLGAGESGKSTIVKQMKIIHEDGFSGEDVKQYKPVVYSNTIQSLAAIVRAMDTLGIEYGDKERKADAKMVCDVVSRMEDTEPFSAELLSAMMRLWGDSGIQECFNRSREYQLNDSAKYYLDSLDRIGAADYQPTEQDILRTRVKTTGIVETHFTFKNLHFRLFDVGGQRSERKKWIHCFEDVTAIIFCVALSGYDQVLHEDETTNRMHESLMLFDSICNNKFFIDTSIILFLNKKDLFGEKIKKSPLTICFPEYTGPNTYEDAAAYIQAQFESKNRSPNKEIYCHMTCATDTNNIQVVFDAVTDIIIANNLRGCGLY
RGS7-Gao = modulates binding of RGS7 to human Galphao; P09471; Multiplexed bead flow cytometry; actives lie on both sides; binding response (% of control), % at 10 µM; 0.35% of 220,000 active; in the data active = binding response below about 49% or above about 150%; inconclusive = no clear call, values can overlap the other calls; inactive = in between;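 note: fluorescent Galphao held in activated GDP-AlF4 state binding bead-coupled RGS7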
RGS4-Gao reg = modulates binding of RGS4 to human Galphao; P09471; Multiplexed bead flow cytometry; actives lie on both sides; binding response (% of control), % at 10 µM; 0.33% of 220,000 active; AID 1415; in the data active = binding response below about 49% or above about 150%; inactive = in between;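 note: fluorescent Galphao activated with aluminum fluoride binding bead-coupled RGS4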
* marks the source's active call; other numbers are inactive results; ? = inconclusive. These rows are one share of the data; count on the stated rates, not on these rows.

cpd	Structure	RGS8-Gao reg	RGS7-Gao	RGS4-Gao reg
1	CSc1cccc(NC(N)=O)c1	97.1	?	93.5
2	COc1ccc(C2CC(c3cccs3)=NN2C(=O)c2ccco2)cc1OC (stereo unspecified)	105.8	?	104.9
3	Cc1nn(-c2ccccc2)c(Cl)c1/C=C1\SC(=S)N(CCCCCC(=O)O)C1=O	97.7	?	99.2
4	CCOC(=O)/C(=N\Nc1ccccc1Cl)N1CC(C)OC(C)C1 (stereo unspecified)	101.6	?	95.0
5	CCCCCCCn1c(NC(=O)CC)nc2ccccc21	101.1	?	101.5
6	COc1ccc(/C=N/NC(=O)c2ccncc2)cc1COc1ccc(NC(C)=O)cc1	104.2	?	104.2
7	Cc1ccc(C)c(NNC(=O)C(=O)NNc2cc(C)ccc2C)c1	102.1	?	99.8
8	CCCCCCC(=O)N(O)C1CC(=O)N(c2ccc(Cl)cc2)C1=O (stereo unspecified)	95.7	?	103.0
9	Nc1nonc1C(=O)NCCNc1ccc([N+](=O)[O-])cc1	100.8	?	96.0
10	COC(=O)[C@@H]1C[C@@]2(O)[C@H](O)[C@H](O)[C@H](O)C[C@H]2N1Cc1cccc2ccccc12	95.4	?	97.3
11	Cc1cc(C(=O)NNC(=O)Nc2ccc(Cl)cc2)no1	100.9	?	102.8
12	COc1ccc(Oc2cccc(Cl)c2CNC(=O)c2ccccc2C(=O)O)cc1	104.5	?	105.2
13	CN1CCN(S(=O)(=O)Cc2ccc(Cl)cc2)CC1	104.8	?	109.5
14	Cc1cc(C)[n+]2[nH]c(N)c(N=Nc3ccccc3)c2n1	99.9	?	101.0
15	COc1ccc(C(=O)NNC2=C(C(=O)C(F)(F)F)CCC2)cc1	96.3	?	95.4
16	COC(=O)C(C)N1CCC(=O)c2ccccc2S1(=O)=O (stereo unspecified)	94.0	?	102.0
17	COc1cc2c(C(=O)O)c(C)n(-c3ccccc3)c2c2ccccc12	102.1	?	102.8
18	CCOC(=O)N1CCC(NC(=O)C2=CCN(S(=O)(=O)c3ccccc3)CC2)CC1	105.3	?	107.2
19	Nc1c2c(nc3ccccc13)CCCC2=O	101.6	?	102.5
20	CCOc1ccc(-n2nnc3c(=O)n(CC(=O)NCc4ccco4)cnc32)cc1	102.6	?	99.0

Brought forward from above: 6 compounds; new compounds follow.
cpd	Structure	RGS8-Gao reg	RGS7-Gao	RGS4-Gao reg
15	COc1ccc(C(=O)NNC2=C(C(=O)C(F)(F)F)CCC2)cc1	96.3	?	95.4
16	COC(=O)C(C)N1CCC(=O)c2ccccc2S1(=O)=O (stereo unspecified)	94.0	?	102.0
17	COc1cc2c(C(=O)O)c(C)n(-c3ccccc3)c2c2ccccc12	102.1	?	102.8
18	CCOC(=O)N1CCC(NC(=O)C2=CCN(S(=O)(=O)c3ccccc3)CC2)CC1	105.3	?	107.2
19	Nc1c2c(nc3ccccc13)CCCC2=O	101.6	?	102.5
20	CCOc1ccc(-n2nnc3c(=O)n(CC(=O)NCc4ccco4)cnc32)cc1	102.6	?	99.0
21	COc1ccc(NC(=O)c2[nH]c(C)c(C(C)=O)c2C)cc1S(=O)(=O)Nc1ccc(Br)cc1	100.4	?	94.5
22	Cc1ccc(NNC(=O)C2CCC2)cc1C	95.6	?	96.4
23	N#CC1C(C#N)N2CCCN2C1c1ccc(Br)cc1 (stereo unspecified)	100.9	?	95.3
24	COc1ccc2[nH]c(C)c(C(=O)CN(C)CC3OCCO3)c2c1	95.0	?	91.8
25	CC(C)C(=O)NNC(=O)c1csc(-c2cccs2)n1	99.1	?	98.7
26	Nc1c(N(CCO)C(=O)C2CCCCC2)c(=O)[nH]c(=O)n1Cc1ccccc1	88.8	?	83.6
27	COc1ccc2c3c([nH]c2c1)C1CC2C(CC(O)C(OC)C2C(=O)O)CN1CC3 (stereo unspecified)	101.4	?	99.5
28	COc1cccc(/C=N/NC(=O)CNC(=O)c2ccco2)c1O	95.6	?	90.0
29	CC(C)C(NC(=O)c1ccc(F)cc1)C(=O)NCC1CCCO1 (stereo unspecified)	101.0	?	100.6
30	COc1cccc(C(=O)NC(=S)Nc2ccc(Cl)cc2C(=O)O)c1	99.2	?	101.5
31	COc1ccc(C(=O)CN2CCN(c3cc(C)nc4ccccc34)CC2)cc1	99.7	?	103.7
32	CCOc1c(N2CC(C)OC(C)C2)c(=O)c1=O (stereo unspecified)	99.1	?	100.2
33	C[C@H](N)C(=O)OCc1ccc([N+](=O)[O-])cc1	100.4	?	95.3
34	Cc1csc(SC(C)c2nc3scc(-c4ccccc4)c3c(=O)[nH]2)n1 (stereo unspecified)	99.2	?	101.3
35	COc1ccc(N(CC(=O)Nc2ccc3c(c2)OCO3)S(=O)(=O)c2ccccc2)cc1OC	98.4	?	96.3
36	CSc1nc(C)c(C(=O)C[n+]2ccccc2)cc1C#N	97.2	?	91.6
37	O=C(Nc1ccccc1)N1CCc2c([nH]c3ccccc23)C1C(F)(F)F (stereo unspecified)	95.3	?	94.6
38	COc1cc2[nH]c3c(=O)n(CCN4CCOCC4)cnc3c2cc1OC	98.5	?	99.1
39	COC(=O)CC1(C(=O)OC)Oc2ccc(Br)cc2C(=O)N1c1ccc(Br)cc1Cl (stereo unspecified)	100.0	?	104.4
40	CCOC(=O)c1cnc2c(c(C3CC3)nn2C)c1N1CCOCC1	102.7	?	103.9
41	O=[N+]([O-])c1cc(Cl)cc(/C=N/NC(=S)Nc2ccc(S(=O)(=O)N3CCOCC3)cc2)c1O	98.1	?	100.7
42	Cn1nc(C(F)(F)F)c2cc(C(=O)Nc3ccc(F)c(Cl)c3)sc21	103.2	?	105.5
43	CCOC(=O)Nc1c(Cl)n(C)c(=O)n(C)c1=O	101.4	?	103.0
44	NC(=O)C(=CNc1nc(-c2ccc(Cl)c(Cl)c2)cs1)C(N)=O	101.6	?	95.4
45	CC(C)Cn1c(SCC(=O)N2CCCc3ccccc32)nc2ccccc2c1=O	97.8	?	103.7
46	CC1(C)OC(=O)C(=NNc2ccccc2[N+](=O)[O-])C(=O)O1	93.4	?	87.7
47	CC(C)(C)CC(C)(C)N1CNC(=S)NC1	99.3	?	101.7
48	CC(C)n1c(C(F)(F)F)nc2cc(C(=O)N3CCCCC3)ccc21	104.2	?	100.5
49	NC(=O)CC(NC(=O)Cc1ccc(Br)cc1)c1ccc(N2CCC(Cc3ccccc3)CC2)c([N+](=O)[O-])c1 (stereo unspecified)	102.1	?	98.9
50	Cc1cccc(Oc2nccc(C(F)(F)F)c2C(=O)Nc2ccc(F)cc2F)c1	97.1	?	91.2
51	COc1ccc(NC(=O)Nc2nnc(C(C)(C)C)s2)cc1	97.3	?	108.7
52	O=C(O)c1cccnc1SCC(=O)C12CC3CC(CC(C3)C1)C2	102.1	?	99.5
53	COc1ccc(S(=O)(=O)N2CCOCC2)cc1NC(=O)CSc1cccc[n+]1[O-]	100.9	?	105.5
54	COc1ccc(N=C2NC(=O)/C(=C/C=C/c3ccccc3)S2)cc1	99.5	?	99.9
55	Cc1cc2c(NC(=O)Nc3ccc(C(F)(F)F)cc3)cccc2nn1	91.4	?	91.9
56	O=C1CN(C(=O)CNCc2ccc(Cl)cc2)c2ccccc2N1	103.1	?	102.2
57	CCOC(=O)CSc1nc(C)c2cccc(C)c2n1	99.0	?	101.4
58	CC(=O)N(/N=C/c1ccc([N+](=O)[O-])o1)c1nc2ccccc2c(=O)n1-c1ccccc1	97.4	?	96.3
59	COC(=O)[C@@H](NC(=O)N1CCC(C)CC1)C(C)C	98.8	?	97.9
60	COc1cc(C(C)=O)ccc1COc1ccc(C(=O)O)cc1OC	102.0	?	99.4
61	Cn1nnnc1SCC(=O)NC(=O)c1cccc([N+](=O)[O-])c1	104.8	?	103.2
62	Cc1[nH]c2ccccc2c1/C=N/Nc1nc2ccccc2[nH]1	107.2	?	102.7
63	Cc1ccc(-n2c(SCC(=O)Nc3ccc(C(=O)O)cc3)nnc2-c2ccncc2)cc1	102.5	?	99.6
64	Cc1cc(Sc2nnc(N)s2)c2ccccc2n1	99.8	?	102.5
65	Cc1ccc(N2C(=O)[C@@H]3C(c4cccnc4)=NO[C@@H]3C2=O)cc1	103.5	?	102.2
66	CCOC(=O)/C(=N\Nc1ccccc1)P(=O)(c1ccccc1)c1ccccc1	101.3	?	99.0
67	Cc1ccc(NC(=O)c2nc[nH]c2C(=O)NCC(=O)OC(C)(C)C)cc1	99.9	?	98.8
68	CN(C)CC(CCCCC(CN(C)C)C(=O)c1ccccc1)C(=O)c1ccccc1 (stereo unspecified)	98.0	?	90.0
69	CC1(C)Cc2c(c(-c3ccco3)nc3sc4c(NCCCO)ncnc4c23)CO1	91.3	?	99.5
70	COc1cccc(C(=O)NN2C(=S)N(c3ccccc3)C(=O)C2CC(N)=O)c1 (stereo unspecified)	102.6	?	100.9
71	CCC(=O)Nc1ccc2oc(-c3cccnc3)nc2c1	103.3	?	102.9
72	CN(C)CCCNc1cc(C(C)(C)C)nc2c(-c3ccccc3)cnn12	100.7	?	104.3
73	COCc1cc(=O)n2[nH]c(-c3cccs3)cc2n1	98.9	?	94.5
74	CCC(C)NC(=O)CN1C(=O)NC2NC(=O)NC21 (stereo unspecified)	102.3	?	103.4
75	Cc1cc(-c2onc(C)c2C(N)=O)no1	97.9	?	97.4
76	O=C(Nc1ccc(Cl)cc1)Nc1ccc(N2CCC(C(F)(F)F)CC2)nc1	102.9	?	100.5
77	O=S(=O)(NCc1ccco1)c1ccccc1Br	94.7	?	91.9
78	COc1ccc(Cl)cc1CSc1ncn[nH]1	101.0	?	92.8
79	COC(=O)CCC(=O)OC1(C)C(=O)C=C2C=C(C3CC3)N(C3CCCCC3)C=C2C1=O (stereo unspecified)	95.1	?	91.8
80	COC(=O)CCC(=O)OC1(C)C(=O)C=C2C=C(C3CC3)N(C(CO)CO)C=C2C1=O (stereo unspecified)	101.3	?	110.0

The list goes on.
cpd	Structure	RGS8-Gao reg	RGS7-Gao	RGS4-Gao reg
81	O=C(CNC1CCCC1)Nc1cc(Cl)ccc1[N+](=O)[O-]	99.5	?	95.2
82	CCCCNC(=O)Nc1ccccc1CC	96.8	?	97.1
83	CCCCOC(=O)CSc1nc2ccccc2o1	95.5	?	91.7
84	Cc1nc2ccccc2c2c1C(=O)NC2=O	98.4	?	101.0
85	CCOC(=O)c1c(CC(C)C)csc1/N=C/C1=C(O)CCCC1=O	98.1	?	99.8
86	COc1ccccc1CCn1cc(C#N)c(=O)[nH]c1=O	86.6	?	76.6
87	O=C(CC1SC(=Nc2ccc(O)cc2)NC1=O)Nc1ccccc1 (stereo unspecified)	99.6	?	99.9
88	N#CCC(=O)NNc1c([N+](=O)[O-])cc(C(F)(F)F)cc1[N+](=O)[O-]	97.2	?	98.3
89	CCOC(=O)c1nc2sc3c(c2c(=O)[nH]1)CCC(C)C3 (stereo unspecified)	102.6	?	105.3
90	O=C(NCc1ccccc1)c1ccc(=O)oc1	100.8	?	101.4
91	CSc1ccccc1Nc1ncnc(N)n1	101.4	?	103.2
92	Cc1nc(-c2ccc(Cl)cc2)sc1C(=O)NNC(=O)C(C)C	99.1	?	99.4
93	CC(C)(C)N(Cc1cc2ccccc2[nH]c1=O)C(=O)c1cccc([N+](=O)[O-])c1	97.6	?	97.5
94	CC(=O)Nc1ccc(S(=O)(=O)C(C#N)c2nc3ccccc3nc2NCCCO)cc1 (stereo unspecified)	105.0	?	103.2
95	COc1cc(/C=N/n2c(-c3cc(C)[nH]n3)n[nH]c2=S)cc(OC)c1O	99.8	?	96.3
96	OCCNc1nc(-c2ccccc2)nc2c1oc1ccccc12	94.9	?	88.8
97	O=C(CCc1ccccc1)NNc1ccc(F)cc1	99.3	?	95.4
98	O=C(O)c1ccc(-n2c(-c3cc(C4CC4)[nH]n3)n[nH]c2=S)cc1	100.0	?	102.2
99	COc1ccccc1-n1c(SCC(=O)Nc2ccc(Br)cc2)nc(O)cc1=O	99.8	?	101.6
100	O=c1[nH]nc(SCc2ccccc2)n1C1CC2C=CC1C2 (stereo unspecified)	102.3	?	96.2
101	O=C(/C=C/c1ccc(S(=O)(=O)N2CCOCC2)cc1)OCC(=O)c1ccc([N+](=O)[O-])cc1	99.5	?	97.0
102	Oc1cccc(NC(=S)N=Nc2c(O)[nH]c3ccc(Br)cc23)c1	110.8	?	127.9
103	NS(=O)(=O)c1ccc(NNC(=O)c2ccccc2C(=O)O)cc1	101.3	?	101.4
104	CCC(C)C(NC(N)=O)C(=O)Nc1ccc(OCc2ccccc2)cc1 (stereo unspecified)	98.3	?	96.6
105	Cc1cc(C)c2c(c1)N[C@H](c1cccs1)[C@@H]1CCO[C@H]21	99.1	?	100.4
106	O=C1c2nc3cc(-c4ccco4)[nH]n3c(=O)c2CN1Cc1ccccc1	96.2	?	96.8
107	Cc1[nH][nH]c(=O)c1C(c1ccc([N+](=O)[O-])cc1)c1c(C)[nH][nH]c1=O	96.1	?	98.8
108	Cc1c(N=C2NN=C(c3c[nH]c4ccccc34)CS2)c(=O)n(-c2ccccc2)n1C	102.4	?	115.1
109	O=S(=O)(Nc1nc2ccccc2nc1NCc1ccco1)c1ccc(F)cc1	101.6	?	104.2
110	CCCN(CCC)C(=O)Nc1cc(Cl)ccc1OC	89.4	?	71.3
111	CCOC(=O)c1nc2c(ccc3ccccc32)cc1C	101.6	?	100.3
112	CCOC(=O)c1sc(=S)n(-c2ccccc2)c1C	99.5	?	100.5
113	COc1ccc(C(=O)NC(=S)Nc2ccc(CN3CCOCC3)cc2)cc1	99.4	?	103.6
